Source: PubChem BioAssay (NCI)
Growth percent in the NCI-60 one-dose screen (48 h, 10 µM unless noted): 100 = growth as untreated, 0 = no growth, -100 = all killed.
T-47D: T-47D breast cancer; actives 5% (n = 79,000); AID 1794792
MCF7: MCF7 breast cancer. actives 6.3% (n = 82,000). AID 1794796
MDA-MB-231: MDA-MB-231 breast cancer; AID 1794789; actives 5% (n = 81,000)
K-562: K-562 leukemia | actives 7.4% (n = 78,000) | AID 1794777
BT-549: BT-549 breast cancer; actives 4.4% (n = 78,000)
LOX IMVI: LOX IMVI melanoma. actives 7.4% (n = 79,000)
MDA-MB-468: MDA-MB-468 breast cancer. AID 2202374. actives 8.5% (n = 78,000)
HS 578T: HS 578T breast cancer; actives 4.1% (n = 78,000)
The depositor's hits bear a star; nt = no result given; & = joins results of further samples. The calls were made as follows: active = growth percent below 10; inactive = the rest.

SMILES	T-47D	MCF7	MDA-MB-231	K-562	BT-549	LOX IMVI	MDA-MB-468	HS 578T
CC(=O)c1cccc(NC(=O)c2sc3nc4cc5c(cc4cc3c2N)OCCO5)c1	98	104	98	96	107	104	97	101
C=C(CO)[C@@H]1CC[C@]2(COC3CCCCO3)CC[C@]3(C)[C@H](CC[C@@H]4[C@@]5(C)C=C(C=O)C(=O)C(C)(C)[C@@H]5CC[C@]43C)[C@@H]12 (stereo partly drawn)	-80*	-73*	-58*	-61*	-89*	-88*	-75*	-52*
Cc1ccc(C(=O)CSc2nnc(-c3c[nH]c4ccccc34)n2-c2ccccc2)cc1	47	12	-2.4*	27	22	-20*	48	-0.7*
COc1cccc(/C(O)=C2\C(=O)C(=O)N(CCCn3ccnc3)C2c2cc(OC)c(OC)c(OC)c2)c1 (stereo not drawn)	104	98	120	98	95	nt	97	96
CSC(c1ccccc1)=[N+]1CCOCC1	91	97	128	103	105	101	nt	119
O=C(OC1COC(n2c(=O)oc3ccc(F)cc32)C(OC(=O)c2ccccc2)C1OC(=O)c1ccccc1)c1ccccc1 (stereo not drawn)	95	nt	115	117	100	98	104	105
COc1ccc(-c2nc(SCCC(C)C)nc(N/N=C(/C)c3ccc(C)cc3)c2C#N)cc1	87	91	71	95	91	91	105	85
c1ccc(Cn2cnc3ccc(-c4nc(-c5ccc6c(c5)ncn6C5CCCCC5)cn5ccnc45)cc32)cc1	-2.1*	2.0*	-70*	nt	-45*	-87*	-36*	0.4*
CCOc1nc2cccc(C(=O)O)c2n1Cc1ccc(-c2ccccc2-c2nn[nH]n2)cc1	116&123	95&107	121&101	116	115&94	91&101	107&108	106&108
OCCSc1ccc(Cl)cc1	72&101	89&106	100&115	136&112	95&111	101&98	106&106	101
NC(=O)N1CCOCC1	97	93	128	97	nt	107	111	113
CS(=O)(=O)Oc1ccc(-c2cn3ccsc3n2)cc1	89	85	118	101	98	103	87	99
COc1ccccc1CNCc1ccccc1	100	93	109	106	107	98	100	106
O=C(O)CCCCC1CCSS1 (stereo not drawn)	103	nt	104	104	108	103	107	119
COc1ccc(-c2cn(-c3ccc(Cl)cc3)c(SCC(=O)c3ccccc3)n2)cc1	88	90	82	97	86	87	82	72
O=C(/C=C/c1ccc([N+](=O)[O-])cc1)c1cccc(Nc2nc(Nc3ccccc3)nc(Nc3ccccc3)n2)c1	47	16	71	61	88	68	nt	70
O=S(=O)(Nc1cccc(F)c1)c1cccc(C(F)(F)F)c1	95	96	102	113	90	96	100	104
COc1ccc(-c2cc(-c3ccc(Cl)cc3)c(C#N)c(=O)n2CCCCC(=O)Nc2ccccc2N)cc1	37	42	39	25	46	-61*	48	76
S=c1[nH]nc2ccc3ccccc3n12	105	106	100	113	102	92	101	96
COc1cccc(-c2nc3sccn3c2-c2ccnc(NCCNS(=O)(=O)c3ccccc3)c2)c1	-18*	27	59	11	6.3*	24	16	36
CSc1nc(-c2cnccn2)cc(-c2cccs2)c1C#N	69	56	81	72	91	87	81	90
c1ccc2[nH]c(-c3cc(-c4ccc5c(c4)OCO5)n[nH]3)nc2c1	40	59	65	36	34	nt	51	nt
Cc1cc(C#Cc2ccc(C(C)(C)C)cc2)ccc1-n1c(/C=C/c2ccc(O)cc2O)nc2ccccc2c1=O	58	69	52	28	75	29	68	nt
CC(C)(C#N)NC1CCCCC1	96	90	107	100	103	94	80	102
COc1cc(/C=C2\CCCCC3=C2N=C2SC(C)=CN2C3c2cc(OC)c(OC)c(OC)c2)cc(OC)c1OC (stereo not drawn)	29	73	66	37	36	82	32	70
C/C(=N\Nc1cc(C)c2ccccc2n1)c1ccccn1	16	-83*	-29*	-41*	24	-78*	-63*	36
CCN1CCCc2ccccc21	99	91	83	106	108	86	101	90
CN1CCN(CCCOc2ccc3nc(Nc4cc(Cl)cc(Cl)c4)ccc3c2)CC1	-69*	-89*	-73*	-62*	-43*	-94*	-74*	-35*
Nc1cc(Cl)c2[nH]cnc2n1	111	75	94	49	109	38	107	137
CCOc1ccccc1NC(C)=O	96	100	116	87	112	93	nt	nt
COc1cc(/C=N/Nc2ncnc3c2c(C)nn3-c2ccc([N+](=O)[O-])cc2)ccc1O	89	97	110	96	94	101	97	111
CC(C)COC(c1ccccc1)c1ccccc1	100	109	100	89	130	94	116	110
CCN(Cc1ccccc1)C(=O)C1CCN(Cc2c[nH]c3ccccc23)CC1	68	87	103	85	101	92	94	88
CN(C)c1ccc(/C=C2\SC(=O)N(Cc3ccc(-c4ccccc4C#N)cc3)C2=O)cc1	90	90	89	89	102	106	96	97
CN(C)c1ccc(/C=N/NC(=S)NC23CC4CC(CC(C4)C2)C3)c(Cl)c1	82	78	89	83	97	107	91	nt
CN1CCN(C(=O)[C@]23CCC(C)(C)C[C@@H]2C2=CC[C@@H]4[C@@]5(C)CCCNC(C)(C)[C@@H]5CC[C@@]4(C)[C@]2(C)CC3)CC1	92	96	101	83	96	99	84	93
C#Cc1cccc(Nc2nc3ccc([N+](=O)[O-])cc3nc2Nc2cccc(C#C)c2)c1	-36*	-13*	-57*	-58*	-59*	-93*	-46*	-19*
C[N+](C)(C)CC(=O)N/N=C/c1ccc(O)cc1O	106	104	103	110	103	98	nt	121
COc1ccc(C(=O)Nc2ncc(Cc3ccc(Cl)cc3)s2)cc1	26	8.7*	31	7.7*	18	20	25	18
Nc1c(C(=O)Nc2cccc3ccccc23)sc2nc3c(cc12)C(=O)CCC3	47	14	8.3*	10	57	30	50	14
O=CNCC(=O)O	104	96	114	116	114	106	104	98
CCOC(=O)C1C(=O)C=C(c2cc(OC)c(OC)c(OC)c2)CC1c1sc(N(C)Cc2ccccc2)nc1Cl (stereo not drawn)	67	77	83	66	92	94	71	56
CSC1=Nc2c(c(C)c(-c3ccccc3)n2CCCN2CCCCC2)C2=NC(=O)C[C@H](C)N12	-2.2*	14	70	12	nt	42	-19*	11
O=C(Nc1ccccc1)Nc1ccc(C(=O)/C=C/c2ccc(N3CCOCC3)cc2)cc1	79	85	96	85	105	103	98	93
COc1cc(C2CC(c3cccc(Nc4ccncc4)c3)=Nc3c(N)ncnc3N2)cc(OC)c1OC (stereo not drawn)	62	58	91	29	113	91	48	95
Cc1cc(Cl)cc2sc(C(=O)O)c(N)c12	114	96	84	105	nt	92	128	109
Cc1ccc(-c2c3c(nc4c2c(C)nn4-c2ccccc2)NC2(NC3)C(=O)N(C)c3ccccc32)cc1 (stereo not drawn)	68	83	89	75	87	93	69	114
N#Cc1ccccc1-c1ccc(Cn2nnnc2-c2ccn(-c3ccc(Cl)cc3)n2)cc1	68	79	98	69	86	nt	78	89
Cn1c(/C=C(\C#N)c2ccccc2)nc2c(N3CCOCC3)nc(Cl)nc21	-38*	-58*	-80*	-14*	-77*	-88*	-48*	-20*
c1ccc2sc(-c3ccncc3)nc2c1	99	84	110	98	108	103	95	98
Cc1ccccc1N1CCN(CC(O)CSc2ccccc2)CC1 (stereo not drawn)	101	106	99	92	93	96	97	92
CNc1ccn(C2CCCO2)c(=O)n1 (stereo not drawn)	108	99	113	112	nt	90	98	106
O=C(Nc1ccccc1)N1c2ccccc2SC1c1ccco1 (stereo not drawn)	64	89	72	68	104	88	58	83
c1ccc2[nH]c(-c3ccncc3)nc2c1	91	84	109	112	109	93	111	101
O=C(NN(Cc1ccccc1)Cc1ccccc1)c1ccccc1	102	107	97	101	98	101	114	109
CC(C)n1c(/C=C/[C@@H](O)C[C@@H](O)CC(=O)O)c(-c2ccc(F)cc2)c2ccccc21	73	nt	16	66	61	5.7*	82	55
COCC(O)CN1CCN(c2ccc(C)cc2)CC1 (stereo not drawn)	93	99	105	106	72	98	103	95
CCOC(=O)C(F)C(=O)OCC	nt	40	nt	69	116	104	65	97
Cc1cc(C(=O)Nc2ccc(C(N)=O)cc2)c(C)o1	100	95	104	100	105	102	97	99
CCOC(=O)c1c(-c2ccc(Cl)cc2)c(C#N)c(=O)n(-c2ccccc2CC)c1N	84	91	91	78	123	95	99	102
Next part
SMILES	T-47D	MCF7	MDA-MB-231	K-562	BT-549	LOX IMVI	MDA-MB-468	HS 578T
CN1C(=O)N(C)C2C1NC(=O)N2CC(=O)Nc1ccccc1O (stereo not drawn)	96	95	102	100	107	99	99	98
CC/C(=C\c1ccccc1OC)c1ccncc1	66	77	80	63	95	93	50	101
Cc1nn(-c2ccc(Br)cc2)c2nc3c(nc12)c(=O)[nH]c1ccccc13	104	85	101	nt	90	88	108	89
CCC(O)(CC(=O)O)c1ccccc1 (stereo not drawn)	108	99	103	107	105	102	99	111
NCCc1ccc(O)c(O)c1	102&95	139&103	111&106	100&98	101&109	101&94	100&91	147&111
Nc1ccc2ccccc2c1-c1c(N)ccc2ccccc12	32	20	43	19	61	37	12	36
CCOC1CCC=CO1 (stereo not drawn)	nt	108	101	97	116	97	nt	106
COc1cc(C(=O)CCCl)ccc1O	95	80	94	97	112	91	95	101
N#Cc1ccc(C(=O)Cn2cc(CO)nn2)cc1	91	nt	98	106	84	105	117	92
Cn1cnc2c(N3CCN(C(=O)OCc4ccc5c(Cl)cc(Cl)c(O)c5n4)CC3)nc(Cl)nc21	61	73	83	45	nt	45	72	76
CCCCCC(=O)C(C)CC (stereo not drawn)	nt	98	111	71	123	97	98	116
OCC(O)COc1c(Cl)c(Cl)c(Cl)c(Cl)c1Cl (stereo not drawn)	89	91	113	116	nt	98	113	108
Oc1c(Br)c(Br)c(O)c(Br)c1Br	25	67	116	7.8*	95	91	102	144
COc1ccc(-c2nc(-c3cc(OC)c(OC)c(OC)c3)no2)cc1	74	90	98	93	93	nt	89	100
CN1CCN(Cc2ccc(NC(=O)c3[nH]ncc3Nc3ncnc4c3CCC4)cc2)CC1	32	11	-12*	6.2*	-7.1*	7.5*	9.1*	16
CCCCOC(OCCCC)C(C)N (stereo not drawn)	100	90	123	107	117	106	91	103
OCCCCC1COCO1 (stereo not drawn)	117	118	109	110	nt	101	89	64
O=C(c1ccc(-c2ccccc2)cc1)C1(Br)CCCCC1	98	96	112	99	101	106	nt	116
COc1cc2cc3c(nc2cc1OC)CCN3Cc1ccc(NC(=O)Nc2cc(Cl)cc(Cl)c2)cc1	67	37	40	67	100	69	30	84
CN(C)c1ccc(/C=C/c2cc(-c3ccccc3)c3ccccc3n2)cc1	87	94	95	98	102	95	93	106
N#Cc1c(N)nc2c(c(N)nn2-c2ccccc2)c1-c1ccc(O)cc1	96	94	99	97	107	nt	143	112
O=C(CSC(=S)N1CCOCC1)NC(=O)c1ccccc1	97	97	106	98	108	98	116	113
[2H]C1NC([2H])C([2H])(c2ccc(-n3cc4cccc(C(N)=O)c4n3)cc2)C([2H])C1[2H] (stereo not drawn)	91	69	77	88	91	71	87	82
CCc1c(C(=O)NCc2ccc(OC)cc2)[nH]c(C)c1C(C)=O	85	76	99	96	109	104	91	113
Fc1ccc(-c2nnc(CNc3ccc(F)c(Cl)c3)o2)cc1	96	90	109	80	109	102	110	104
CN(C)CCOC(=O)Nc1ccccc1C(F)(F)F	92	95	113	99	104	nt	100	97
O=CC1(C2(C=O)c3ccccc3-c3ccccc32)c2ccccc2-c2ccccc21	-51*	-52*	-12*	-14*	-74*	-61*	nt	-4.6*
CCCCCCCCCCCCCCCCCCNC(=S)N/N=C/c1ccc(OC)c(OC)c1	96	97	93	99	80	95	93	100
O=C(Cn1cc(CN2C(=O)c3ccccc3S2(=O)=O)nn1)Nc1cccc2ccccc12	90	94	99	nt	101	91	104	91
Cc1ccc(S(=O)(=O)Oc2ccc(-c3ccc(Br)cc3)cc2)cc1	73	91	102	98	109	92	83	110
COc1ccc(-c2ccc(SCC(=O)Nc3nc4ccccc4[nH]3)nn2)cc1	94	98	89	106	86	84	95	76
Cc1cc2cn3c4cccnc4nc(N)c3c2cc1C	77	36	88	nt	94	93	55	nt
N#Cc1cnn2c1NC(c1ccc(Cl)cc1)C(C#N)C2=O (stereo not drawn)	88	98	95	110	119	98	100	90
Cc1ccc(/C=C2/C(=O)Nc3cc(Cl)c(-c4csc(N)n4)cc32)cc1	35	36	47	10.0*	53	59	15	64
COc1ccc(/C=C2/C=C(c3ccc(F)cc3)N(Cc3ccccc3)C2=O)cc1	69	76	83	44	85	44	77	103

Of the compounds above, these contain a cyano group:
SMILES	T-47D	MCF7	MDA-MB-231	K-562	BT-549	LOX IMVI	MDA-MB-468	HS 578T
COc1ccc(-c2nc(SCCC(C)C)nc(N/N=C(/C)c3ccc(C)cc3)c2C#N)cc1	87	91	71	95	91	91	105	85
COc1ccc(-c2cc(-c3ccc(Cl)cc3)c(C#N)c(=O)n2CCCCC(=O)Nc2ccccc2N)cc1	37	42	39	25	46	-61*	48	76
CSc1nc(-c2cnccn2)cc(-c2cccs2)c1C#N	69	56	81	72	91	87	81	90
CC(C)(C#N)NC1CCCCC1	96	90	107	100	103	94	80	102
CN(C)c1ccc(/C=C2\SC(=O)N(Cc3ccc(-c4ccccc4C#N)cc3)C2=O)cc1	90	90	89	89	102	106	96	97
N#Cc1ccccc1-c1ccc(Cn2nnnc2-c2ccn(-c3ccc(Cl)cc3)n2)cc1	68	79	98	69	86	nt	78	89
Cn1c(/C=C(\C#N)c2ccccc2)nc2c(N3CCOCC3)nc(Cl)nc21	-38*	-58*	-80*	-14*	-77*	-88*	-48*	-20*
CCOC(=O)c1c(-c2ccc(Cl)cc2)c(C#N)c(=O)n(-c2ccccc2CC)c1N	84	91	91	78	123	95	99	102
N#Cc1ccc(C(=O)Cn2cc(CO)nn2)cc1	91	nt	98	106	84	105	117	92
N#Cc1c(N)nc2c(c(N)nn2-c2ccccc2)c1-c1ccc(O)cc1	96	94	99	97	107	nt	143	112
N#Cc1cnn2c1NC(c1ccc(Cl)cc1)C(C#N)C2=O (stereo not drawn)	88	98	95	110	119	98	100	90
